HP1b binding inh: blocks HP1-beta chromodomain binding to methylated histone tails; AlphaScreen HP1-beta / biotin-H3K9me3 peptide binding; Potency, µM (highest dose often 114 µM), without a hit: at the highest dose activity change, negative = inhibition, most hits filed as inhibitors; 390,000 compounds, 0.56% hits; AID 540317; note: potency is the fitted concentration of half-maximal effect; nearly all actives have a fitted effect of over 70% in size; inactives centre near 23
Target sequence (P83916 whole entry, looked up): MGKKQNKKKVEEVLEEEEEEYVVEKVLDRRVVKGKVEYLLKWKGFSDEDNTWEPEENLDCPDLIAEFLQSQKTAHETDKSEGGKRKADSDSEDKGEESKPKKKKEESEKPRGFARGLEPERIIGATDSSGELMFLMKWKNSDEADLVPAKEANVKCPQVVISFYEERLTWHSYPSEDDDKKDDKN
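Compound inhibition of the preformed complex between 50 nM HP1-beta and 50 nM biotinylated H3K9me3 peptide was read by AlphaScreen. Buffer was PBS pH 7.4 with 0.01% Tween-20. Incubations ran 30 min at room temperature, with 10 ug/mL donor/acceptor beads.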
G9a inh: inhibitors of human histone lysine methyltransferase G9a; Q96KQ7; G9a H3K9 monomethylation, AlphaScreen, 2 h; Potency, µM (top dose mostly 102 µM), for inactives: top-dose activity, negative = inhibition, most hits filed as inhibitors; 350,000 compounds, 8.8% hits; note: potency is the fitted concentration of half-maximal effect; % is set by controls: 0 for no effect and ±100 for the full control effect; nearly all actives have a fitted effect of over 75% in size
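Compounds were preincubated with 20 nM G9a for 15 min, after which biotinylated H3K9 peptide (500 nM) and SAM (20 uM) started a 2 h room-temperature reaction. Monomethylated product was quantified by antibody-based AlphaScreen chemiluminescence.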
GLS inhibitor: glutaminase GLS (human) inhibition; O94925; 410,000 compounds, 0.21% hits; GLS enzymatic activity, qHTS titration; Potency, µM (top dose mostly 45.5 µM), for the others: at the highest dose activity change, negative = inhibition, actives largely listed as inhibitors; note: potency is the fitted concentration of half-maximal effect; % is set by controls: 0 for no effect and ±100 for the full control effect
Target sequence (O94925 whole entry, looked up): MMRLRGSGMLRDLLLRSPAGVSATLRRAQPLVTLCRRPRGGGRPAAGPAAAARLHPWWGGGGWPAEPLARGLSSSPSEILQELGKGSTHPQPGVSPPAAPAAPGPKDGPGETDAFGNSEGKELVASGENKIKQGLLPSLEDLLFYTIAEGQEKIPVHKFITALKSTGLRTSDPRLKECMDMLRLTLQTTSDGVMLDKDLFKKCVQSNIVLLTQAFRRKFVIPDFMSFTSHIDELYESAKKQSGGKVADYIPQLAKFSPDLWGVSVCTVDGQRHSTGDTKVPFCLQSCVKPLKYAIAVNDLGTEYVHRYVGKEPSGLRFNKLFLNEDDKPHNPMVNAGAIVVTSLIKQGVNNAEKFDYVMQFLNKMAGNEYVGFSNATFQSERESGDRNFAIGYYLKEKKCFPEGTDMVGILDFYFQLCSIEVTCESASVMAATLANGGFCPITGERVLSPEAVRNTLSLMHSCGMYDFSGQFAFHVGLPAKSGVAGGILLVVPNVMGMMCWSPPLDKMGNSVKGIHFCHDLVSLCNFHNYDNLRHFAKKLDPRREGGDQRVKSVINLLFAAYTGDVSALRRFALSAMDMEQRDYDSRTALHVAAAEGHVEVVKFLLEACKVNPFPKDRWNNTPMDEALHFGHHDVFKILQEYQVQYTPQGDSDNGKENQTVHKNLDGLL
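Coupled fluorescence readout: glutamate oxidase/HRP/Amplex Red detect glutamate formed by hKGA from L-glutamine (1 mM solution added). Buffer 45 mM KH2PO4 pH 8.2, 0.02% Tween-20; reads at t0 and 30 min RT.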
BAZ2B inh: blocks human BAZ2B | Q9UIF8 | AlphaScreen BAZ2B-H3K14Ac peptide displacement | Potency, µM (titrated, usually from 114 µM), without a hit: at the top dose activity change, negative = inhibition, most hits filed as inhibitors | 360,000 compounds, 4.4% hits | AID 504333; note: potency is the fitted concentration of half-maximal effect; % is set by controls: 0 for no effect and ±100 for the full control effect; nearly all actives have a fitted effect of over 60% in size
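AlphaScreen luminescence quantifies BAZ2B engagement of H3K14Ac peptide; the protein and biotinylated peptide are both at 50 nM final, buffer PBS pH 7.4 with 0.01% Tween-20, all steps at room temperature.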
JMJD2A Tudor inh: inhibitors of human JMJD2A Tudor domain; O75164; AlphaScreen JMJD2A-Tudor / H3K4me3 peptide binding; Potency, µM (highest dose often 114 µM), inactives show top-dose activity change, negative = inhibition, hits mostly inhibitors; 390,000 compounds, 4.4% hits; AID 504339; note: potency is the fitted concentration of half-maximal effect; % is set by controls: 0 for no effect and ±100 for the full control effect; nearly all actives have a fitted effect of over 50% in size
ERG-DNA inh: ERG Ets/DNA interaction inhibition; P11308; fluorescence polarization, His-ERG Ets domain / labelled DNA; Potency, µM (titrated, usually from 76.9 µM), inactives show at the top dose FP activity, negative = inhibition, most hits filed as inhibitors; 370,000 compounds, 0.028% hits; active = well fitted inhibition curve with a large enough effect in the polarisation, with a control signal flat; inconclusive = small, poorly fitted or top-dose-only effect, or effect the other way, or a change in a side signal; inactive = no such curve, though single readings can be large or run the other way; the % refers to the polarisation;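 note: polarization taken with two DNA probes labelled with fluorescein and Texas red; potency is the fitted concentration of half-maximal effect; % of control where 0% means no effect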
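His-tagged ERG Ets domain (1 uM in the protein solution; 300mM KCl, 50mM Tris-HCl, 1mM EDTA, 1mM DTT, pH 7.5) received compound, then a probe mix of 5 nM fluorescein-DNA and 100nM Texas-615-DNA. Fluorescence polarization was read for both dyes.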
Tb PGK inh: T. brucei PGK inhibition; 380,000 compounds, 0.043% hits; PGK/GAPDH coupled, Kinase-Glo luminescence, 60 min; Potency, µM (highest dose often 57.5 µM), inactives show at the highest dose activity change, negative = inhibition, actives largely listed as inhibitors; P07378; note: potency is the fitted concentration of half-maximal effect; % is set by controls: 0 for no effect and ±100 for the full control effect; nearly all actives have a fitted effect of over 60% in size
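Recombinant glycosomal PGK reaction used 1,3-bisphosphoglycerate generated in-well by GAPDH (100nM final) in 100mM TEA pH 7.6, 5mM MgCl2, 0.01% Tween-20. After 60 minutes at room temperature, ATP was read by Kinase-Glo Plus luminescence end-point.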
Pin1 inhibitor: blocks the human prolyl isomerase Pin1 | Pin1 FP peptide displacement, HiFluor488, 10 min | Potency, µM (doses to about 115 µM), for the others: at the highest dose activity, negative = inhibition, most hits filed as inhibitors | AID 504891 | 390,000 compounds, 0.009% hits; active = well fitted inhibition curve with a large enough effect in the polarisation, with a control signal flat, not every such curve was filed as active; inconclusive = small, poorly fitted or top-dose-only effect, or effect the other way, or a change in a side signal; inactive = no such curve, though single readings can be large or run the other way; the % refers to the polarisation; note: potency is the fitted concentration of half-maximal effect; % is set by controls: 0 for no effect and ±100 for the full control effect
Target sequence (Q13526 whole entry, looked up): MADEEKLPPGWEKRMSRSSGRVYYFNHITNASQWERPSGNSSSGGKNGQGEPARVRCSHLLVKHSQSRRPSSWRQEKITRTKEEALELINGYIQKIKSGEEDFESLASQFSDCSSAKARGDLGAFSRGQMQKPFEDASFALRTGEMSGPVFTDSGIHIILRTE
PI4K2A block: inhibitors of human PI4K2A. Q9BTU6. purified PI4K2A, ADP-Glo luminescence, 1 h; hits give low values. activity change, negative = inhibition, % at 76.9 µM. 420,000 compounds, 0.13% hits. AID 1346378; in the data active = activity change below about -50%; inconclusive = mostly about -30% to -49%;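 note: -100% = wells without enzyme as full effect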
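Compounds are screened against recombinant PI4K2A using PI as substrate and ATP, the latter dispensed at 300 microM. Reactions run one hour at ambient temperature before ADP-Glo detection; full inhibition defined by wells lacking enzyme.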
The depositor's hits bear a star; i = inactive; ? = inconclusive; nt = not tested or not shown; & = joins results of further samples; [ ] = dose if it differs, or a comment. Unless noted, calls come from the whole dose curve; as a rule, active = well fitted curve in the direction sought with a large enough effect; inconclusive = small, poorly fitted or top-dose-only effect, or another doubt; inactive = no such curve, though single readings can be large; an effect the other way counts as inactive or inconclusive. This is a random part of the collection; overall some 11% were active at least once.

HP1b binding inh,G9a inh,GLS inhibitor,BAZ2B inh,JMJD2A Tudor inh,ERG-DNA inh,Tb PGK inh,Pin1 inhibitor,PI4K2A block,SMILES
26%,-20%[59 µM],1%,nt,0%,1%,-6%,0%,2,CN(CCCC(=O)Nc1ccncc1)S(=O)(=O)c1ccc(Cl)cc1
29%,?,17%,?,-10%,15%,-2%,-8%,2,COc1ccc(S(=O)(=O)N2CCOC2CNC(=O)C(=O)NCC(C)C)cc1OC (centres undefined)
12%&25%,-11%,0%&-21%,5%&-1%,-11%&-8%,3%&-3%,2%,2%&0%,2&4,COc1ccc(-c2cc(C(=O)Nc3ccc4c(c3)OCO4)no2)cc1OC
35%,-3%,8%,-27%,-11%,47%[activator],-3%,-3%,-9,Cc1ccc(S(=O)(=O)NN2C(=O)/C(=C/c3cccnc3)SC2=S)cc1
85%[activator],35%[activator],0%,39%[activator],41%[activator],nt,-4%,2%,-4,O=S(=O)(N1CCCCC1)n1c(Cc2ccccc2)nc2ccccc21
40%[activator],?,-28%,-13%,-8%,-6%,-9%,10%,-4,O=S(=O)(Nc1nc2n(n1)C(c1ccc(F)cc1)C=C(c1ccc(Cl)cc1)N2)c1ccccc1 (centres undefined)
9%,29%,13%,4%,-3%,3%,-3%,-2%,2,COC(=O)C(c1ccccc1)C1(O)CC(C)N(C)CC1C (centres undefined)
9%,-1%[59 µM],14%,-8%,-11%,-8%,-9%,?,8,CC1CCCN(C(=O)C23CCC(C)(C(=O)C2)C3(C)C)C1 (centres undefined)
65%[activator],6%[59 µM],-5%,-12%,-18%,-3%,-5%,-6%,-5,Cc1cc(CSC(=N)N)c(CSC(=N)N)cc1C
33%,?,-7%,8%,-4%,3%,-2%,0%,1,O=C(COC(=O)c1cc(S(=O)(=O)N2CCCC2)ccc1O)NCc1ccccc1
19%,-9%,2%,-1%,-11%,16%,3%,7%,3,COCCN(C(=O)/C=C/c1cccc([N+](=O)[O-])c1)c1c(N)n(Cc2ccccc2)c(=O)[nH]c1=O
48%[activator],16%[59 µM],1%,-1%,3%,14%,-9%,-4%,-2,CC(=O)N1c2ccc(S(=O)(=O)N3CCC(C(=O)N4CCCC(C)C4)CC3)cc2CC1C (centres undefined)
29%,22%[59 µM],-1%,7%[57.1 µM],-10%,3%,-4%,5%,1,CCOC(=O)c1c(NC(=O)Cn2nc([N+](=O)[O-])c(Br)c2C)sc2c1CCC(C)C2 (centres undefined)
16%,?,1%,-34%,-30%,10%,-5%,28%,0,Cc1c(C(=O)Nc2ccccn2)sc2nc3n(c(=O)c12)CCC3
50%[activator],nt,6%,-3%,-5%,-18%[15.4 µM],-4%,-2%,-3,N/C(=N\OC(=O)c1ccco1)c1cccnc1
-12%,35µM*,-3%,?,89µM*,2%,-17%,0%,0,C/C=C/COC(=O)c1[nH]c2c(c1C)C(=O)CC(c1ccc(N(C)C)cc1)C2 (centres undefined)
-5%,21%[59 µM],-20%,-13%,?,3%,-10%,14%,0,Cc1ccccc1-n1nc(C(=O)c2cccs2)cc(-c2nc3ccccc3[nH]2)c1=N
8%,19%[0.501 µM],1%,10%,-30%,-4%,-5%,0%,13,O=C(c1cccs1)N1CCN(c2nc3ccc([N+](=O)[O-])cc3s2)CC1
32%,-1%[0.501 µM],-1%,-27%,-8%,9%,8%,-7%,-1,Cc1cccc(NC(=O)c2cccc(S(=O)(=O)Nc3ccccc3C(=O)O)c2)c1
24%,nt,-5%,nt,5%,16%,-7%,25%,-8,OCC[C@H]1NCc2cc(CO)cc(-c3ccccc3)c21
22%[57 µM],6%[59 µM],-5%,4%,-4%,0%,0%,-1%,0,O=C(NCCc1csc(-c2ccc(F)cc2)n1)C(=O)Nc1ccc(Cl)cc1
45%[activator],44%[59 µM],-1%,-13%,3%,0%,-10%,3%,4,CSc1ccccc1-c1nnc(NC(=O)Cc2ccccc2)o1
22%,56µM*,1%,-5%,-16%,-9%,-7%,-4%,3,CCSC(C)CC1CC(=O)CC(=O)C1 (centres undefined)
55%[activator],?,-6%,-4%,-8%,0%,-1%,-7%,-2,O=C(O)CCCCCCC1C(=O)NC(=O)N1CCC(O)C1CCCCC1 (centres undefined)
51%[activator],?,1%,1%,-3%,15%,-6%,-1%,-3,O=C(O)CN1C(=O)C2C3C=CC(C3)C2C1=O (centres undefined)
19%,24%[12.7 µM],13%,-5%,-5%,10%,1%,-3%,-14,OCC1(CCCc2ccccc2)CCN(Cc2ccc(F)cc2)CC1
25%,28µM*,2%,?,-16%,-14%,-13%,?,-22,COc1ccccc1CNC(=O)/C=C/c1ccc(Br)o1
-19%,?,15%,79µM*,-14%[11.4 µM],-2%,-7%,3%,0,COc1ccc(C(=O)Nc2ccccc2C(=O)NC(Cc2c[nH]c3ccccc23)C(=O)O)cc1 (centres undefined)
17%,-42%,7%,-26%,-32%,-7%,i,-3%,0,COc1c(C)cc(C(=O)C2CCCN(C(=O)c3ccc4cc[nH]c4c3)C2)cc1C (centres undefined)
28%,-6%[59 µM],11%,0%,-15%,1%,-8%,3%,1,O=C(COCc1cc(-c2cccs2)on1)N1CCN(c2ccc(F)cc2)CC1
15%,?,3%,-13%,-7%,-4%,-2%,-1%,1,CCn1ncc(Br)c1C(=O)Nc1ncc(C)s1
4%,4%[59 µM],2%,-27%,-4%,-3%,-9%,1%,2,O=C(CSc1nnc(-c2cccc(F)c2)o1)N1CCOCC1
-24%,?,-3%,-5%,-28%,-3%,-4%,4%,0,CC1CSc2ccccc2NC1=S (centres undefined)
37%,-7%[59 µM],-4%,-5%,-4%,-5%,7%,8%,-8,Cc1nc([N+](=O)[O-])cn1-c1ccc(N)cc1
2%,nt,-23%,?,?,-5%,-12%,?,-1,COc1cccc(/C=C2\Oc3cc(OCC(=O)N4Cc5ccccc5C[C@H]4C(=O)O)ccc3C2=O)c1
420%[activator],nt,-1%,nt,350%[activator],-13%,-5%,0%,-2,c1ccc2nc(N3CCCC3)c(N3CCCCC3)nc2c1
36%,nt,0%,nt,-15%,-1%,4%,-6%,0,COc1cccc(CC(=O)OCC(=O)c2cc(OC)c(OC)c(OC)c2)c1
45%,?,-11%,11%,1%,10%,i,-3%,-3,COCCC1CCCCN1C(=O)c1cc(COc2ccc(C)nc2)on1 (centres undefined)
42%[activator],12%[12.7 µM],16%,0%,-21%,17%,-9%,-4%,6&-1&-1,O=c1n(CCCN2CCN(c3cccc(Cl)c3)CC2)nc2ccccn12
50%[activator],-11%,-4%,-7%,-13%,-3%,-9%,-5%,0,COc1cccc2cc(C(=O)OC3CCN(C)CC3)c(=O)oc12
-18%,?,5%,?,?,?,-3%,31%[activator],-10,CC(/C=C1\SC(=S)N(NC(=O)c2ccc(C)cc2)C1=O)=C\c1ccccc1
34%,0%[59 µM],9%,0%,-3%,10%,0%,3%,-1,O=C(NCCc1ccc(F)cc1)C(=O)NCC(c1ccco1)S(=O)(=O)c1cccs1 (centres undefined)
56%[activator],18%,2%,0%,-9%,-9%,13%,-1%,-1,Cc1ccc(-c2noc(CCCC(=O)Nc3cccnc3)n2)cc1
?,?,4%,?,?,0%,-1%,2%,5,Cn1c(=O)n(CCc2ccccc2)c(=O)c2c1nc1n2CCCN1CCc1ccccc1
186%[activator],117%[activator][59 µM],-11%,73%[activator],72%[activator],-1%,-8%,4%,0,O=C(OCC#CCSc1nc2ccccc2o1)c1cc2ccccc2o1
52%[activator],19%[12.7 µM],nt,2%,29%,-7%,-8%,?,1,CCOC(=O)CSc1nc2ccccc2c(=O)n1CC1COc2ccccc2O1 (centres undefined)
13%,-19%[59 µM],5%,nt,-15%,7%,-1%,-3%,-1,CCCCCOC(=O)C1[C@H]2C(=O)N(CCCOC)C[C@]23C=C[C@H]1O3 (some centres undefined)
29%,-39%,1%,4%,9%,1%,-1%,-1%,-2,Cc1ccc(C)c(NC(=O)c2cc(C)nc3ccccc23)c1
2%,-8%[59 µM],7%,-28%,?,4%,4%,?,-3,Cc1ccc(C)c(N2CCN(Cc3nnc(-c4ccc5c(c4)OCO5)o3)CC2)c1
38%,-19%[12.7 µM],-10%,-23%,-1%[11.4 µM],1%,-10%,-2%,6,Cc1cc(=O)[nH]c(SCC2(O)C3CC4CC(C3)CC2C4)n1 (centres undefined)
23%,1%,-7%,9%[57.1 µM],-12%,-11%,-5%,-1%,1,CCOC(=O)C1=C(C)NC(=O)NC1c1ccoc1 (centres undefined)

Screening results: PubChem BioAssay, National Center for Advancing Translational Sciences (NCATS)
